Screening results (PubChem)
NSD2 inh: NSD2 (human) methyltransferase inhibition; O96028; NSD2-SET H3K36me1 DELFIA fluorescence, biochemical; inhibition, % at 12.5 µM; actives 0.07% (n = 44,000); AID 624260; in the data active = inhibition above about 54%, passing the limit was not always enough;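 also: inhibitors reduce the monomethyl H3K36 fluorescence signal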
Target sequence (O96028 whole entry, looked up): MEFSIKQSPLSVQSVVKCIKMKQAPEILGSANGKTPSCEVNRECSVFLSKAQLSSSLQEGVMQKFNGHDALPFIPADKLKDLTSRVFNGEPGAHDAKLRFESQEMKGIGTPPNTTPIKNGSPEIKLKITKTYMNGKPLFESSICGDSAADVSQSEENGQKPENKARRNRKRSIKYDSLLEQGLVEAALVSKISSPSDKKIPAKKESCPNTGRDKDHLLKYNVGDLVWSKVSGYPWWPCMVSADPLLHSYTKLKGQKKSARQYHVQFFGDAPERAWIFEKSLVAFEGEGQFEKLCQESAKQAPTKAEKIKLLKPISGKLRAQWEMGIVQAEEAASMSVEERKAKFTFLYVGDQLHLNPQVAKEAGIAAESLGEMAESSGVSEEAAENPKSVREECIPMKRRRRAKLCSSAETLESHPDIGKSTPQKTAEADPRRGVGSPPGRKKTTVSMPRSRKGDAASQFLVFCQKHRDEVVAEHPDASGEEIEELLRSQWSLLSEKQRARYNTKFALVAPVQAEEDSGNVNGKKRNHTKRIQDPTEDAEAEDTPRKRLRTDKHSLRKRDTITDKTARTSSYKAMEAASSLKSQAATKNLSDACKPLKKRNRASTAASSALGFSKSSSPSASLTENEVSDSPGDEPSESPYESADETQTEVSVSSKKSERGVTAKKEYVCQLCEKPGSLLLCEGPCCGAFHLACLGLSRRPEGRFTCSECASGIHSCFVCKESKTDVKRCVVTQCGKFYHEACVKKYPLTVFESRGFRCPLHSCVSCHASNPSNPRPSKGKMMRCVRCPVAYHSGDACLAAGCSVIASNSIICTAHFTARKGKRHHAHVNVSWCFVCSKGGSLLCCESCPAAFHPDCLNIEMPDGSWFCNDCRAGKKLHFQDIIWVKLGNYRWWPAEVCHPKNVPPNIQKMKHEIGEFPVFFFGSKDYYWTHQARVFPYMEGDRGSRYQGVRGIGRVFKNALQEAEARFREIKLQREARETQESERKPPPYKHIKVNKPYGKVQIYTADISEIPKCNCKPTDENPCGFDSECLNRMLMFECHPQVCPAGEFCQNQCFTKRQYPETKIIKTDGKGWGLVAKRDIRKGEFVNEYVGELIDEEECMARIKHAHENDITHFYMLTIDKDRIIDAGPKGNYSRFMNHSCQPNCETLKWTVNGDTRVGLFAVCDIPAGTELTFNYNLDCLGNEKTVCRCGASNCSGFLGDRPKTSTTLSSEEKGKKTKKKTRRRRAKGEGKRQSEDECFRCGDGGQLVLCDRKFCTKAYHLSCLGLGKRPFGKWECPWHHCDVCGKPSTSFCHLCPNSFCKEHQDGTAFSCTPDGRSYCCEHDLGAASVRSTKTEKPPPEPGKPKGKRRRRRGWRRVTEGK
The depositor's hits bear a star.

Cc1ccc(S(=O)(=O)N(C)C[C@@H]2Oc3ccc(NS(=O)(=O)c4ccccc4)cc3CC(=O)N([C@H](C)CO)C[C@H]2C)cc1
  NSD2 inh = -5

CC(C)=CCc1c(O)cc(O)c2c(=O)cc(-c3ccc(O)cc3)oc12
  NSD2 inh = 3

C[C@@H]1CCCCO[C@H](CN(C)S(=O)(=O)c2ccc(F)cc2)[C@@H](C)CN([C@H](C)CO)C(=O)c2cc(NC(=O)Cc3ccccc3)ccc2O1
  NSD2 inh = 1

COCC(=O)N(C)C[C@@H]1Oc2cc(C#CCC3CCCC3)ccc2S(=O)(=O)N([C@H](C)CO)C[C@@H]1C
  NSD2 inh = -4

CCOC(=O)C1CCCCN1Cc1cccc([N+](=O)[O-])c1 (stereo not drawn)
  NSD2 inh = 5

C[C@@H]1CN([C@H](C)CO)C(=O)Cc2cc(NC(=O)Nc3ccc4c(c3)OCO4)ccc2O[C@H]1CN(C)Cc1ccc(Cl)c(Cl)c1
  NSD2 inh = -4

Cc1noc(C)c1NC(=O)N(C)C[C@@H]1OCCCC[C@H](C)Oc2ccc(NS(=O)(=O)c3ccc(F)cc3)cc2C(=O)N([C@H](C)CO)C[C@@H]1C
  NSD2 inh = 4

O=C(C[C@@H]1C[C@H]2c3cc(NC(=O)NC4CCCC4)ccc3O[C@H]2[C@H](CO)O1)NCc1cc(F)ccc1F
  NSD2 inh = 3

CN1CCN(C(=O)C[C@H]2C[C@H]3c4cc(NC(=O)CC5CC5)ccc4O[C@H]3[C@@H](CO)O2)CC1
  NSD2 inh = 3

CCCCN(CCCC)c1ccc(/C=N/NC(=O)c2ccccc2O)cc1
  NSD2 inh = -4

COCC#Cc1ccc2c(c1)O[C@H](CN(C)C)[C@H](C)CN([C@@H](C)CO)S2(=O)=O
  NSD2 inh = 2

C[C@@H]1CCCCO[C@H](CN(C)S(C)(=O)=O)[C@H](C)CN([C@H](C)CO)C(=O)c2cc(N(C)C)ccc2O1
  NSD2 inh = 2

C[C@H](CO)N1C[C@H](C)[C@H](CN(C)C(=O)Nc2cccc(F)c2)Oc2cc(/C=C/c3ccccc3)ccc2S1(=O)=O
  NSD2 inh = -2

C[C@H]1CN([C@@H](C)CO)C(=O)c2cc(-c3cncnc3)cnc2O[C@@H]1CN(C)Cc1cncnc1
  NSD2 inh = -2

COc1ccccc1-c1cnc2c(c1)C(=O)N([C@H](C)CO)C[C@@H](C)[C@@H](CN(C)Cc1cncnc1)O2
  NSD2 inh = 0

Cc1noc(C)c1S(=O)(=O)N(C)C[C@@H]1OCCCC[C@H](C)Oc2ccc(NC(=O)Nc3ccccc3)cc2C(=O)N([C@H](C)CO)C[C@H]1C
  NSD2 inh = 2

C[C@@H]1CN([C@H](C)CO)S(=O)(=O)c2ccc(/C=C/c3ccccc3)cc2O[C@H]1CN(C)C(=O)c1ccccc1
  NSD2 inh = 1

COc1ccc(CN(C)C[C@@H]2Oc3ccc(NC(=O)Nc4ccc5c(c4)OCO5)cc3C(=O)N([C@H](C)CO)C[C@@H]2C)cc1
  NSD2 inh = 2

CN(C)c1ccc(/C=N/NC(=O)CCCCCC(=O)Nc2ccccc2O)cc1
  NSD2 inh = 3

C[C@@H]1CCCCO[C@H](CN(C)S(=O)(=O)c2cccs2)[C@@H](C)CN([C@@H](C)CO)C(=O)c2cc(NS(=O)(=O)c3ccccc3)ccc2O1
  NSD2 inh = 0

Cc1ccc(S(=O)(=O)N(C)C[C@@H]2Oc3ccc(NC(=O)CCN4CCOCC4)cc3C(=O)N([C@H](C)CO)C[C@H]2C)cc1
  NSD2 inh = 4

CNC[C@H]1Oc2ccc(NC(=O)C3CC3)cc2CC(=O)N([C@H](C)CO)C[C@@H]1C
  NSD2 inh = -2

COc1ccc(-c2ccc3c(c2)O[C@H](CN(C)C)[C@@H](C)CN([C@H](C)CO)S3(=O)=O)cc1
  NSD2 inh = 3

C[C@@H]1CN([C@H](C)CO)C(=O)c2cc(C#CC3CC3)cnc2O[C@H]1CN(C)Cc1ccccn1
  NSD2 inh = -2

Cc1ccc(S(=O)(=O)N(C)C[C@H]2Oc3ccc(NC(=O)Nc4c(C)noc4C)cc3C(=O)N([C@@H](C)CO)C[C@H]2C)cc1
  NSD2 inh = 1

Cc1noc(C)c1S(=O)(=O)Nc1cccc2c1O[C@@H](CN(C)Cc1ccc(C(=O)O)cc1)[C@@H](C)CN([C@@H](C)CO)C2=O
  NSD2 inh = 2

C[C@H]1CN([C@@H](C)CO)S(=O)(=O)c2ccc(Br)cc2O[C@H]1CN(C)S(C)(=O)=O
  NSD2 inh = 3

C[C@@H]1CN([C@@H](C)CO)C(=O)c2cc(NC(=O)c3ccncc3)ccc2O[C@H]1CN(C)Cc1ccc2c(c1)OCO2
  NSD2 inh = -2

COc1ccc(NC(=O)N(C)C[C@H]2Oc3ccc(NC(=O)CCCCCC(=O)Nc4ccccc4N)cc3CC(=O)N([C@H](C)CO)C[C@H]2C)cc1
  NSD2 inh = 6

CCCC#Cc1ccc2c(c1)O[C@H](CN(C)S(=O)(=O)c1cccc(F)c1)[C@H](C)CN([C@H](C)CO)S2(=O)=O
  NSD2 inh = -11

C[C@@H]1CN([C@H](C)CO)C(=O)c2cc(C#CC3(O)CCCC3)cnc2O[C@H]1CN(C)C(=O)CN(C)C
  NSD2 inh = 0

N#Cc1cnc2c(-c3ccccc3)c(COc3ccccc3)nn2c1N
  NSD2 inh = 2

C=C(C(=O)O)C1CCC2(C)CCC(O)C2(C(C)=O)C1 (stereo not drawn)
  NSD2 inh = 10

COc1c(OC2OC(CO)C(O)C(O)C2O)ccc(O)c1C(=O)OCc1ccccc1O[C@@H]1O[C@H](CO)[C@@H](O)[C@H](O)[C@H]1O (stereo partly drawn)
  NSD2 inh = -3

C[C@H]1CCCCO[C@H](CN(C)C)[C@@H](C)CN([C@@H](C)CO)C(=O)c2cc(NC(=O)CCCN(C)C)ccc2O1
  NSD2 inh = 7

C[C@@H]1CN([C@@H](C)CO)C(=O)c2cccc(NC(=O)Nc3ccc4c(c3)OCO4)c2O[C@H]1CN(C)S(=O)(=O)c1ccc(F)cc1
  NSD2 inh = 5

Cc1cc2c(c(=O)n1CCN1CCOCC1)C(c1cccc(F)c1)C(C#N)=C(N)O2 (stereo not drawn)
  NSD2 inh = 12

C[C@H]1CN([C@@H](C)CO)C(=O)c2cc(-c3cccnc3)cnc2O[C@@H]1CN(C)C
  NSD2 inh = 1

C[C@@H]1CN([C@@H](C)CO)C(=O)c2cc(C#Cc3ccc(F)cc3)cnc2O[C@@H]1CN(C)C(=O)c1ccccc1F
  NSD2 inh = 5

CC(=O)O[C@@H]1[C@@H](OC(C)=O)[C@H](C)O[C@@H](O[C@H]2[C@@H]3C=CO[C@@H](O[C@@H]4O[C@H](CO)[C@@H](O)[C@H](O)[C@H]4O)[C@@H]3[C@@]3(CO)O[C@@H]23)[C@@H]1OC(=O)/C=C/c1ccccc1
  NSD2 inh = -3

Cc1noc(C)c1NC(=O)N(C)C[C@@H]1Oc2ccc(NS(=O)(=O)c3ccc(Cl)cc3)cc2CC(=O)N([C@@H](C)CO)C[C@@H]1C
  NSD2 inh = 2

C[C@H](CO)N1C[C@H](C)[C@@H](CN(C)Cc2ccc(C(F)(F)F)cc2)Oc2ccc(NS(=O)(=O)c3ccccc3)cc2CC1=O
  NSD2 inh = -1

C[C@@H]1CN([C@@H](C)CO)C(=O)c2cc(NC(=O)Cc3ccccc3)ccc2O[C@@H](C)CCCCO[C@H]1CN(C)C(=O)CCC(F)(F)F
  NSD2 inh = -2

C[C@H]1CN([C@@H](C)CO)C(=O)Cc2cc(NC(=O)Nc3ccc(C(F)(F)F)cc3)ccc2O[C@@H]1CN(C)Cc1ccncc1
  NSD2 inh = 0

O=C(C[C@H]1C[C@H]2c3cc(NC(=O)c4cccnc4)ccc3O[C@H]2[C@@H](CO)O1)NCc1ccncc1
  NSD2 inh = 0

C[C@H](CO)N1C[C@H](C)[C@@H](CN(C)S(C)(=O)=O)Oc2ncc(-c3cccc(F)c3)cc2C1=O
  NSD2 inh = 1

O=C(C[C@@H]1C[C@H]2c3cc(NC(=O)C4CCC4)ccc3O[C@H]2[C@H](CO)O1)NCc1cccc(F)c1
  NSD2 inh = 0

C[C@H]1CCCCO[C@H](CN(C)C(=O)Nc2ccc(F)cc2)[C@@H](C)CN([C@@H](C)CO)C(=O)c2cc(NC(=O)c3ccccc3)ccc2O1
  NSD2 inh = -8

Cc1nc2cc(Br)ccc2c(=O)n1Cc1cccc(O)c1
  NSD2 inh = 22

O=C(C[C@H]1C=C[C@H](NC(=O)Nc2cc(F)ccc2F)[C@@H](CO)O1)Nc1ccc(-c2ccccc2)cc1
  NSD2 inh = 6

Structures from the list above containing a cyano group, in the order listed:
N#Cc1cnc2c(-c3ccccc3)c(COc3ccccc3)nn2c1N
  NSD2 inh = 2

Cc1cc2c(c(=O)n1CCN1CCOCC1)C(c1cccc(F)c1)C(C#N)=C(N)O2 (stereo not drawn)
  NSD2 inh = 12

Further entries follow:
C[C@H]1CN([C@@H](C)CO)C(=O)c2cccc(NC(=O)c3cnccn3)c2O[C@H]1CN(C)Cc1ccc2c(c1)OCO2
  NSD2 inh = 4

C[C@@H]1CN([C@@H](C)CO)C(=O)Cc2cc(N(C)C)ccc2O[C@@H]1CN(C)Cc1ccc(Oc2ccccc2)cc1
  NSD2 inh = -3

C[C@@H]1CN([C@@H](C)CO)C(=O)c2cc(NC(=O)CCCCCC(=O)Nc3ccccc3N)ccc2O[C@@H]1CN(C)CC1CCCCC1
  NSD2 inh = -1

CCCN(C)C[C@H]1Oc2ncc(-c3ccccc3F)cc2C(=O)N([C@H](C)CO)C[C@H]1C
  NSD2 inh = -8

C[C@@H]1CN([C@@H](C)CO)S(=O)(=O)c2ccc(C#CC(C)(C)O)cc2O[C@@H]1CN(C)C(=O)CN(C)C
  NSD2 inh = 4

CCCN(C)C[C@@H]1Oc2ncc(C#CCC(C)C)cc2C(=O)N([C@H](C)CO)C[C@H]1C
  NSD2 inh = -10

O=C(C1=C[C@@H](c2ccccc2)C[C@@H](OCCCCO)O1)N1CCN(Cc2ccccc2)CC1
  NSD2 inh = 6

COc1ccccc1NC(=O)N(C)C[C@@H]1Oc2cc(Br)ccc2S(=O)(=O)N([C@@H](C)CO)C[C@@H]1C
  NSD2 inh = -4

C[C@H](CO)N1C[C@H](C)[C@@H](CN(C)C(=O)Nc2ccc(F)cc2)Oc2ccc(NC(=O)NC3CCCCC3)cc2C1=O
  NSD2 inh = 2

CCCNC(=O)N(C)C[C@H]1Oc2cc(C#CCN(C)C)ccc2S(=O)(=O)N([C@@H](C)CO)C[C@@H]1C
  NSD2 inh = -1

Cc1noc(C)c1S(=O)(=O)Nc1ccc2c(c1)C(=O)N([C@@H](C)CO)C[C@@H](C)[C@H](CN(C)C(=O)Nc1ccc3c(c1)OCO3)OCCCC[C@H](C)O2
  NSD2 inh = 4

C[C@H](CO)N1C[C@H](C)[C@H](CN(C)C(=O)c2cnccn2)Oc2cc(C#CCC3CCCC3)ccc2S1(=O)=O
  NSD2 inh = -14

CC1(CCO[C@H]2O[C@H](CO)[C@@H](O)[C@H](O)[C@H]2O)CCC2C(=CCC3[C@]2(C)CCC[C@@]3(C)C(=O)O)C1 (stereo partly drawn)
  NSD2 inh = -1

COc1ccc(CN(Cc2cccn2C)C(=O)c2cc3cc(OC)ccc3[nH]2)cc1
  NSD2 inh = 6

O=C(N/N=C/c1ccc(O)c(O)c1O)c1ccccn1
  NSD2 inh = 7

CCCN(C)C[C@@H]1Oc2ncc(C#CC3CC3)cc2C(=O)N([C@@H](C)CO)C[C@@H]1C
  NSD2 inh = 9

c1ccc(-c2nnc(SCC3CCOCO3)n2-c2ccccc2)cc1 (stereo not drawn)
  NSD2 inh = 5

CCCN(C)C[C@H]1Oc2ncc(-c3cccc(C(=O)N(C)C)c3)cc2C(=O)N([C@@H](C)CO)C[C@H]1C
  NSD2 inh = -2

COc1ccc(S(=O)(=O)N(C)C[C@@H]2Oc3c(NC(=O)NC4CCCCC4)cccc3C(=O)N([C@@H](C)CO)C[C@@H]2C)cc1
  NSD2 inh = -11

COCCOC(=O)N1C(=O)[C@@]2(c3cc(C#CC4=CCCCC4)ccc31)[C@H](C(=O)N1CCN(c3ncccn3)CC1)[C@H]1C(=O)O[C@H](c3ccccc3)[C@H](c3ccccc3)N1[C@@H]2c1ccccc1OCCO
  NSD2 inh = -8

C[C@H]1CN([C@@H](C)CO)S(=O)(=O)c2ccc(C#CC(C)(C)O)cc2O[C@H]1CN(C)C(=O)CC1CC1
  NSD2 inh = 6

COc1cccc(-c2cnc3c(c2)C(=O)N([C@H](C)CO)C[C@@H](C)[C@H](CN(C)CC2CCCC2)O3)c1
  NSD2 inh = 1

CNC[C@H]1OCCCC[C@@H](C)Oc2ccc(NC(=O)NC3CCCCC3)cc2C(=O)N([C@H](C)CO)C[C@@H]1C
  NSD2 inh = -2

C/C=C/c1cnc2c(c1)C(=O)N([C@@H](C)CO)C[C@H](C)[C@H](CN(C)C(=O)Nc1c(C)noc1C)O2
  NSD2 inh = -3

CCCNC(=O)N(C)C[C@H]1Oc2ncc(C#C[C@H](C)O)cc2C(=O)N([C@H](C)CO)C[C@@H]1C
  NSD2 inh = -3

CNC[C@H]1OCCCC[C@H](C)Oc2ccc(NC(=O)Nc3cccc4ccccc34)cc2C(=O)N([C@@H](C)CO)C[C@@H]1C
  NSD2 inh = 5

C[C@@H]1CN([C@H](C)CO)S(=O)(=O)c2ccc(C#CC3CC3)cc2O[C@H]1CN(C)C(=O)c1cccnc1
  NSD2 inh = -5

CN(C)/C=C1/Nc2ccccc2C1=O
  NSD2 inh = -7

C[C@@H]1CCCCO[C@@H](CN(C)Cc2ccncc2)[C@@H](C)CN([C@@H](C)CO)C(=O)c2cc(NS(=O)(=O)c3cn(C)cn3)ccc2O1
  NSD2 inh = -5

C[C@H]1CN([C@@H](C)CO)C(=O)Cc2cc(NC(=O)C3CC3)ccc2O[C@@H]1CN(C)S(=O)(=O)c1ccc(F)cc1
  NSD2 inh = -6

Cc1ccc(S(=O)(=O)Nc2ccc3c(c2)C(=O)N([C@@H](C)CO)C[C@H](C)[C@H](CN(C)Cc2ccncc2)O3)cc1
  NSD2 inh = -5

C[C@H](CO)N1C[C@H](C)[C@H](CN(C)Cc2ccncc2)OCCCC[C@H](C)Oc2ccc(NC(=O)Nc3ccc(C(F)(F)F)cc3)cc2C1=O
  NSD2 inh = -4

C[C@@H]1CN([C@@H](C)CO)C(=O)Cc2cc(NC(=O)Nc3ccc(C(F)(F)F)cc3)ccc2O[C@H]1CN(C)S(=O)(=O)c1cn(C)cn1
  NSD2 inh = -10

Not all compounds are listed, so the mix of outcomes need not match the whole.
